# B2AR arrestin – beta2AR (human) beta-arrestin recruitment activity; Potency, µM (top dose mostly 46.1 µM), for inactives: top-dose activation, most hits filed as activators; 330,000 tested, 0.02% active; P07550; beta-arrestin recruitment to beta2AR, cell-based reporter;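 also: potency is read from the fitted curve at half-maximal effect; 0% = DMSO controls and full agonism = EC100 isoproterenol or metaproterenol; nearly all actives have a fitted effect of over 65% in size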
# Target sequence (P07550 whole entry, looked up): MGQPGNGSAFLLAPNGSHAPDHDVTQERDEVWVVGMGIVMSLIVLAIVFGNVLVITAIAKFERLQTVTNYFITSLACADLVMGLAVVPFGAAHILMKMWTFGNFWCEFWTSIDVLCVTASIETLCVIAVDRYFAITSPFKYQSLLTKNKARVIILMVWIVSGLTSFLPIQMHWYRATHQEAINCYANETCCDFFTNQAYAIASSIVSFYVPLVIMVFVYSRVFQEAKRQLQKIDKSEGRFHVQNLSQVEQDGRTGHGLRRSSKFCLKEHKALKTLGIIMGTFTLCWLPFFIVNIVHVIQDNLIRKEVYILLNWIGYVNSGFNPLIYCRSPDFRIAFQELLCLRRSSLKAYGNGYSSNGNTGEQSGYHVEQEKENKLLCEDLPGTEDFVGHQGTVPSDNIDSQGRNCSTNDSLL
# FBPA coupling cs – counter-screen for Giardia aldolase inhibitors: coupling enzyme system; coupling enzyme system counterscreen, AmpLite Red fluorescence; activity change, negative = inhibition, % at 58.2 µM, hits read low; 290,000 tested, 0.67% active; AID 2472; in the data active = activity change below about -30%; also: % is scaled to controls: 0 for no effect and ±100 for the full control effect
#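 Final compound at 57.5 uM, incubated 10 min at RT with coupling enzyme reagent (glyceraldehyde-3-phosphate), then 20 min with substrate and AmpLite Red detection. Fluorescence read at 525/598 nm; tests interference with the coupling assay, not aldolase inhibition.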
# MLL CXXC-DNA inh – blocks binding of human MLL CXXC domain to DNA; AID 2662; MLL-CXXC / FITC-HOXA9 DNA fluorescence polarization; 290,000 tested, 0.037% active; Q03164; Potency, µM (titrated, usually from 115 µM), inactives show at the highest dose activity change, negative = inhibition, hits mostly inhibitors; active = well fitted inhibition curve with a large enough effect in the polarisation, with a control signal flat, not every such curve was filed as active; inconclusive = small, poorly fitted or top-dose-only effect, or effect the other way, or a change in a side signal; inactive = no such curve, though single readings can be large or run the other way; the % refers to the polarisation; also: potency is read from the fitted curve at half-maximal effect
#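 Fluorescence polarization: 7 uM MLL-CXXC (stock) preincubated 5 min with compounds, then 50 nM fluorescein-HOX-A9 DNA (stock) added; 30 min ambient. Buffer 50 mM Tris-HCl pH 7.5, 50 mM NaCl, 1 mM DTT, 0.05% BSA.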
# Menin MLL FP TR – menin-MLL binding inhibition, Texas Red mutant peptide; O00255; Menin + Texas Red MLL mutant peptide, fluorescence polarization; Potency, µM (top dose mostly 61.6 µM), inactives show top-dose FP activity change, negative = inhibition, usual class: inhibitors; 270,000 tested, 0.23% active; active = well fitted inhibition curve with a large enough effect in the polarisation, with a control signal flat, not every such curve was filed as active; inconclusive = small, poorly fitted or top-dose-only effect, or effect the other way, or a change in a side signal; inactive = no such curve, though single readings can be large or run the other way; the % refers to the polarisation; also: potency is read from the fitted curve at half-maximal effect; % of control where 0% means no effect; many of its hits are not listed in these tables
# hERG WT inh – KCNH2 (human, wildtype) channel inhibition. AID 720551. U2OS, BacMam KCNH2, thallium flux FluxOr; active compounds read low. 340,000 tested, 0.37% active. activity change, % at 1.84 µM;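 active = maximum activity change below -70%; inconclusive = maximum activity change between -70% and -50%; inactive = maximum activity change above -50%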; also: % is scaled to controls: 0 for no effect and ±100 for the full control effect
#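 U2OS cells were transduced with wild-type KCNH2 virus (2.03 x 10^8 / mL) for 4 h at room temperature, then cultured overnight at 37 C. Thallium flux was read with FluxOr dye. Rate constants were normalized to DMSO controls.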
# Giardia kill – Giardia lamblia killing; Giardia lamblia trophozoite viability; activity change, % at 7.66 µM, hits read low; 340,000 tested, 0.15% active; AID 540267; in the data active = activity change below about -80%; inconclusive = between about -30% and that limit;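 also: parasites exposed to compound for two days anaerobically before the ATP read; % is scaled to controls: 0 for no effect and ±100 for the full control effect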
#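 Compounds were tested on trophozoites seeded at 100 cells/well and held 48 hrs at 37 deg C anaerobically. An ATP-based luminescent kit measured the remaining live cells.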
# KCNH2 3.1 inh – blocks the human KCNH2 3.1 channel isoform. U2OS KCNH2 3.1, thallium flux FluxOr; active compounds read low. activity change, % (tested at about 1.8 µM). 340,000 tested, 0.95% active. AID 720553;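 active = maximum activity change below -70%; inconclusive = maximum activity change from -70% to -50%; inactive = maximum activity change above -50%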;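 also: thallium influx rate constant from kinetic fluorescence after stimulation buffer; % is scaled to controls: 0 for no effect and ±100 for the full control effect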
#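 Kinetic fluorescence (2 min after stimulation buffer) measures Tl+ influx through KCNH2 3.1 expressed by viral transduction in U2OS cells; the rate constant is normalized against DMSO controls serving as positive and negative references.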
# USP2a block – blocks human ubiquitin-specific protease USP2a | USP2 core, Ub-CHOP2 coupled fluorogenic reporter, 485/531 | Potency, µM (series often up to 38.3 µM), for inactives: at the highest dose activity change, negative = inhibition, hits mostly inhibitors | 330,000 tested, 0.01% active;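 also: potency is read from the fitted curve at half-maximal effect; plate controls were DMSO wells for no effect and full inhibition by NEM control for full effect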
# Target sequence (O75604 whole entry, looked up): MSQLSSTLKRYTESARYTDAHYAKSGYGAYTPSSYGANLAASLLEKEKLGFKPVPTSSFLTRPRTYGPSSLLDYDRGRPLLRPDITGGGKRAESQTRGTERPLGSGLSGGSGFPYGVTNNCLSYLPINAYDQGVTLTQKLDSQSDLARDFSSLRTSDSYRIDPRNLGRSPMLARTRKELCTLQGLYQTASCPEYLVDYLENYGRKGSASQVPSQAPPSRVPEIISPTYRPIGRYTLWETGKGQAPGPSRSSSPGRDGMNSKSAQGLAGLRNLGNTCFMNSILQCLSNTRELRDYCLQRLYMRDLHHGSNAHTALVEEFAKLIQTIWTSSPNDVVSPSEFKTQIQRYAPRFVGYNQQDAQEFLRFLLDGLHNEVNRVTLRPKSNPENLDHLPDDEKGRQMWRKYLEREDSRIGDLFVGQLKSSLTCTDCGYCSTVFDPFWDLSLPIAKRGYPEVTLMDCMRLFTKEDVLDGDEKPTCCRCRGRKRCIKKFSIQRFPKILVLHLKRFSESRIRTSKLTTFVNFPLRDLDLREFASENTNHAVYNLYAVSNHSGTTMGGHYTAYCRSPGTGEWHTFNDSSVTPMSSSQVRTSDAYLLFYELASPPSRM
#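 Cell-free coupled assay: 10nM USP2 core preincubated 30min RT with compound in Tris-HCl pH 8.0/CaCl2/CHAPS buffer, then 25nM Ub-CHOP2 and 25nM reporter substrate; fluorescence (Ex 485/Em 531) read after 60min RT, normalized to NEM inhibition, concentration-response curves fitted.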
# GALK inh – galactokinase (human) inhibition | P51570 | 270,000 tested, 0.007% active | Purified GALK, Kinase-Glo residual ATP luminescence | Potency, µM (titrated, usually from 57.5 µM), for the others: top-dose activity change, negative = inhibition, actives largely listed as inhibitors | AID 1868; also: potency is read from the fitted curve at half-maximal effect; % is scaled to controls: 0 for no effect and ±100 for the full control effect
#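 5 nM enzyme, 35 uM ATP, 100 uM galactose, 20 mM HEPES pH8.0, 5 mM MgCl2; 1 h RT; residual ATP by Kinase-Glo Plus luminescence, qHTS format.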
# TRPV1 agonist – human TRPV1 agonism; Q8NER1; TRPV1-expressing cells, Fluo-8 calcium influx, agonist mode; activation, % at 8.33 µM; 320,000 tested, 0.19% active; AID 540275; in the data active = activation above about 80%; inconclusive = between about 30% and that limit; also: 0% is about no effect
#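 Cells expressing TRPV1 were dye-loaded with Fluo-8 and read kinetically: 10 s baseline, 3 min after compound (agonist portion), then 2 min after EC20 capsaicin (allosteric enhancer portion). Calcium-bound dye fluorescence at 480/520 nm.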
# PKM2 act – activators of human pyruvate kinase M2; purified PKM2, Kinase-Glo ATP luminescence, activation; response scale: 0% is enzyme alone, no compound; P14618; Potency, µM (series often up to 57.5 µM), for the others: at the highest dose activation, actives largely listed as activators; 260,000 tested, 0.34% active; also: potency is read from the fitted curve at half-maximal effect; % is scaled to controls: 0 for no effect and ±100 for the full control effect; nearly all actives have a fitted effect of over 55% in size
#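 hPK-M2, >95% pure; 0.1 mM ADP / 0.5 mM PEP final; imidazole pH7.2 buffer w/ 7 mM MgCl2, 50 mM KCl; 1 h RT; Kinase-Glo lum. Intermediate enzyme activity for dual inhibitor/activator qHTS.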
# * = called active by the depositor; ? = inconclusive; · = not tested or not shown; & = joins results of further samples; [ ] = dose if it differs, or a comment. Unless noted, calls follow the shape of the dose curve; as a rule, active = well fitted curve in the direction sought with a large enough effect; inconclusive = small, poorly fitted or top-dose-only effect, or another doubt; inactive = no such curve, though single readings can be large; an effect the other way counts as inactive or inconclusive.
canonical_smiles,B2AR arrestin,FBPA coupling cs,MLL CXXC-DNA inh,Menin MLL FP TR,hERG WT inh,Giardia kill,KCNH2 3.1 inh,USP2a block,GALK inh,TRPV1 agonist,PKM2 act
Cc1ccc(CCN2CC(C(=O)NCCc3ccccc3)CC2=O)cc1 (stereo not given),0.6%,2,6%,-12%,21,15,8,0%,10%,27,·
CC(C)CN(C(=O)COC(=O)/C=C/c1ccccc1)C1CCS(=O)(=O)C1 (stereo not given),-0.1%,·,·,·,-5,3,1,0%,·,0,·
Cc1ccc(CN2CCN(Cc3cccn3-c3ccccn3)CC2CCO)cc1 (stereo not given),-1.1%,1,-1%,-18%,-76*,-20,-72*,-3%,3%,1,-9%
Cc1ccccc1-n1ncc2c(SCC(=O)N3c4ccccc4CC3C)ncnc21 (stereo not given),-3.0%,-6,11%,·,2,-5,-9,0%,-3%,·,-2%
O=C(CN1CCC(C(=O)c2ccc(Cl)cc2)CC1)NC1CCCC1,0.4%,4,3%,·,11,0,-6,1%,1%,9,·
COc1ccc(C2CC(c3ccc(Cl)cc3)=NN2c2ccc(S(N)(=O)=O)cc2)cc1 (stereo not given),-0.4%,·,·,·,30,-8,-36,0%,·,·,·
CC(C)c1nnc(NC(=O)CCC(=O)N2CCN(c3ccccc3F)CC2)s1,0.2%,·,2%,·,-10,-14,10,3%,4%,3,·
O=C(O)CSC1=NC(=Nc2ccc(Cl)cc2)C2(CCCCC2)N1c1cccc(C(=O)O)c1,-3.4%,-1,21%,2%,-4,9,-2,4%,-4%,0,-3%
Cc1nn(CC(=O)N2CCN(c3ccccc3)CC2)c(=O)c2ccccc12,0.4%,2,0%,9%,0,-1,-11,0%,-2%,-1,-8%
COC(=O)C1CCN(C(=O)COC(=O)CNS(=O)(=O)c2ccc(SC)c([N+](=O)[O-])c2)CC1,0.1%,·,·,·,-1,?,5,4%,·,-1,·
FC(F)(F)c1cc(-c2ccco2)nc(N2CCN(Cc3ccccc3)CC2)n1,0.1%,-3,-4%,-15%,18,-8,-15,6%,-2%,2,0%
CCN(CC)C(=O)c1c(NC(=O)c2ccccc2)sc(C)c1C,-0.2%,1,18%,-4%,-4,3,6,4%,2%,4,12%
COc1cc(C(=O)N/N=C\c2ccccc2)c([N+](=O)[O-])c(OC)c1OC,-0.3%,-3,3%,8%,-1,11,0,5%,0%,-3,1%
COc1ccc(NC(=O)/C(C#N)=C\c2cc(C)n(-c3ccc4c(c3)OCO4)c2C)cc1,0.4%,-2,5%,11%,-4,-11,-25,-1%,-1%,17,2%
O=C(CSCc1ccccc1)N1CCN(c2cccc(C(F)(F)F)c2)CC1,0.5%,0,1%,-5%,-5,0,4,3%,-3%,?,1%
O=C(NCc1ccco1)C1CCCN(S(=O)(=O)c2ccccc2)C1 (stereo not given),0.0%,3,-1%,0%,-2,-7,18,1%,1%,0,-4%
CCC(=O)Nc1nc2nc(C)cc(=O)n2[nH]1,0.0%,-1,0%,-4%,4,1,8,-13%,1%,-4,-7%
CC(C)(C)c1ccc(Oc2ccc(NC(=O)c3cccs3)cn2)cc1,-0.4%,-2,2%,·,-3,-6,5,-4%,-1%,?,3%
Cc1ccc2nc(SCc3cn4c(C)cc(C)nc4n3)[nH]c2c1,3.7%,3,3%,1%,·,·,·,5%,0%,-2,4%
COc1ccc(NC(=O)C2CCN(c3cc(-c4ccccc4)nc4ncnn34)CC2)cc1OC,0.3%,0,28%,3%,-2,-9,·,2%,0%,6,0%
COc1ccc(C(=O)NCc2nnc(SCC(=O)c3ccccc3)n2C)cc1,0.3%,8,4%,7%,-2,-4,-3,0%,1%,-2,7%
O=C(CSc1ccc(-c2ccco2)nn1)NCc1ccc2c(c1)OCO2,0.1%,-5,-2%,1%,7,-23,-22,-6%,-1%,1,11%
CC1Oc2ccccc2N(Cc2ccc(F)cc2)C1=O (stereo not given),0.0%,-2,17%,9%,6,-24,-1,3%,1%,4,·
O=c1c(-c2ccc3c(c2)OCCO3)coc2cc(O)cc(O)c12,0.2%,5,-19%,?,-6,-1,-3,-11%,0%,-1,9%
Cc1ccc(S(=O)(=O)N2CCC(=O)N(C(CO)C(C)C)CC2)cc1 (stereo not given),-1.9%,3,17%,-9%,2,?,10,1%,·,-9,-3%
CCOc1ccc(-c2nnc(SCC(=O)Nc3cc(C)on3)o2)cc1,0.4%,5,-1%,-1%,-11,0,-11,0%,8%,1,?
CCOc1ccc(C(=S)N2CCOCC2)cc1OCC,0.0%,4,7%,-2%,-4,9,10,2%,2%,-2,6%
Cc1ccc(-c2noc(CCCC(=O)N3CCOCC3)n2)cc1,-1.1%,3,3%,-3%,-13,7,0,1%,3%,13,-4%
O=c1c2c(n3cnnc3n1-c1ccccc1)-c1ccccc1CC21CCCCC1,-0.2%,·,7%,-9%,-7,3,25,0%,-4%,-1,2%
Cc1ccc(N2CCN(C(=O)c3ccccc3)CC2)c(C)c1,0.2%,3,4%,1%,5,-7,0,0%,0%,?,0%
COc1ccccc1NC(=O)c1cc2c(CO)cnc(C)c2oc1=Nc1ccccc1,-0.4%,0,-1%,?,-1,-4,12,2%,·,-3,·
CC(C)OC(=O)Nc1ccc2c(c1)N(C(=O)CCN1CCOCC1)c1ccccc1CC2,0.0%,-1,3%,-18%,5,-8,4,3%,4%,-1,-2%
CC(Oc1cc(-c2ccccc2)cc2ccccc12)C(=O)N1CCOCC1 (stereo not given),0.0%,-3,3%,-2%,-19,18,-9,-6%,-2%,-1,-17%
N#C/C(=C/c1ccccc1[N+](=O)[O-])c1nc(C2CC2)cs1,0.1%,3,0%,-5%,-4,?,1,-1%,0%,18,8%
CCCCN(CC)CCNC(=O)c1cc2c(-c3ccc(Cl)cc3)nn(C)c2s1,-1.1%,3,-1%,18µM*,4,1&-14,-7,2%,·,1&7,·
Cc1noc(C)c1NC(=O)N(C)C[C@H]1Oc2ccc(NC(=O)Nc3ccc(C(F)(F)F)cc3)cc2C(=O)N([C@H](C)CO)C[C@@H]1C,0.6%,·,·,·,-6,6,9,2%,·,·,·
CCOC(=O)C1CCN(C(=O)COc2ccc(Br)cc2)CC1,0.1%,0,2%,6%,-5,10,36,0%,-1%,?,6%
Cc1ccc(C2/C=C\CC(NC(=O)OCC3c4ccccc4-c4ccccc43)CC(=O)N2Cc2ccccc2)cc1 (stereo not given),0.2%,·,·,·,-3,8,-1,-4%,·,·,·
COc1ccccc1CNC(=O)COn1nnc2ccc(S(=O)(=O)N3CCOCC3)cc21,0.0%,·,·,·,-7,-13,-8,3%,·,13,·
CCCCN(C(=O)CSCC(=O)Nc1ccc(C)cc1)c1c(N)n(Cc2ccccc2)c(=O)[nH]c1=O,-1.2%,·,·,·,-6,4,-1,0%,·,7,·
Cc1ccc(S(=O)(=O)N2CCN(C(C)C(=O)N3CCCc4ccccc43)CC2)cc1 (stereo not given),0.3%,-3,-1%,-21%,-3,32[activator],-4,-5%,0%,-3,-1%
CCCOCCOC(=O)c1[nH]c2c(c1C)C(=O)CC(c1cc(OC)ccc1OC)C2 (stereo not given),-0.1%,-1,-2%,2%,6,5,-6,0%,0%,17,5%
CN1CC(=O)N=C1N,-0.1%&-0.4%,3&0,?,18%&16%,8&-18,1&4,9&11,5%&-1%,·,3&-2,0%
COc1ccccc1-c1nnc2sc(-c3cnccn3)nn12,-0.1%,3,1%,6%,-15,13,3,-1%,-2%,-2,6%
O=C(c1ccco1)N1CCN(c2ccc(F)cc2)CC1,-0.4%,2,-19%,-14%,2,5,-5,4%,0%,11,2%
COc1cc(C(=O)N2CCC(O)(c3ccccc3)CC2)cc(OC)c1OC,0.0%,3,4%,6%,5,8,3,2%,1%,-4,-3%
COc1ccc(C(=O)N/N=C(\C)c2ccc(NC(=O)Cc3ccccc3)cc2)c(OC)c1,-1.8%,·,12%,·,-3,11,0,-1%,-1%,2,·
CCCc1cc(=O)n2nc(N3CCC(C(=O)N4CCN(c5ccc(OC)cc5)CC4)CC3)sc2n1,-0.6%,·,0%,·,-9,-4,-7,2%,-7%,2,·

# Screens as filed in PubChem.

# Not all compounds are listed. The share of hits here may be higher or lower than overall.
